Tb PGK inh: inhibitors of T. brucei phosphoglycerate kinase; PGK/GAPDH coupled, Kinase-Glo luminescence, 60 min; Potency, µM (highest dose often 57.5 µM), without a hit: at the top dose activity change, negative = inhibition, actives largely listed as inhibitors; hit rate 0.043% among 380,000; also: potency is read from the fitted curve at half-maximal effect; % is scaled to controls: 0 for no effect and ±100 for the full control effect; nearly all actives have a fitted effect of over 60% in size
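Recombinant glycosomal PGK reaction used 1,3-bisphosphoglycerate generated in-well by GAPDH (100nM final) in 100mM TEA pH 7.6, 5mM MgCl2, 0.01% Tween-20. After 60 minutes at room temperature, ATP was read by Kinase-Glo Plus luminescence end-point.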
PI4K2A block: inhibitors of human PI4K2A; Q9BTU6; purified PI4K2A, ADP-Glo luminescence, 1 h; stronger effect = lower value; hit rate 0.13% among 420,000; activity change, negative = inhibition, % at 76.9 µM; in the data active = activity change below about -50%; inconclusive = mostly about -30% to -49%;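 also: -100% = wells without enzyme as full effect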
Target sequence (Q9BTU6 whole entry, looked up): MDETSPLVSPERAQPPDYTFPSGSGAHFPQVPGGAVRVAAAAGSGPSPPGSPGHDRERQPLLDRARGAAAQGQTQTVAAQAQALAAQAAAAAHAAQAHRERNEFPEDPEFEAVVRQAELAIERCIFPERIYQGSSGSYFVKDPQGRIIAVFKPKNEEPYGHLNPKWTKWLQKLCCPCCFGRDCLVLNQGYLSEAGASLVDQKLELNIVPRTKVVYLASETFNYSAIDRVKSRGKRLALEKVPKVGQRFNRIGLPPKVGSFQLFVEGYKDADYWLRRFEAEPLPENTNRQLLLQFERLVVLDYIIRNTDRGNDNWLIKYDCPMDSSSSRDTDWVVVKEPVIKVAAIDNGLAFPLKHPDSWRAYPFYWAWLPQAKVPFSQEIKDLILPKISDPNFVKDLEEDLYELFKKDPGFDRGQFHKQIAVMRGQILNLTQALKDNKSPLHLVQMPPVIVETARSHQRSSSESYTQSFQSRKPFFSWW
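Compounds are screened against recombinant PI4K2A using PI as substrate and ATP, the latter dispensed at 300 microM. Reactions run one hour at ambient temperature before ADP-Glo detection; full inhibition defined by wells lacking enzyme.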
IDH1 R132H inh: inhibitors of human mutant IDH1 R132H; O75874; IDH1-R132H enzyme, NADPH consumption, diaphorase/resazurin fluorescence; Potency, µM (doses to about 76.6 µM), for inactives: at the top dose activity change, negative = inhibition, usual class: inhibitors; hit rate 0.093% among 390,000; also: potency is read from the fitted curve at half-maximal effect; % is scaled to controls: 0 for no effect and ±100 for the full control effect; nearly all actives have a fitted effect of over 65% in size
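IDH1-R132H (0.5 ug/mL) preincubated 30 min with compound, then NADPH (0.016 mM) and alpha-KG (2 mM) added; 80 min at RT, pH 7.5. Remaining NADPH coupled via diaphorase/resazurin to fluorescence (540/590 nm); concentration-response curves normalized to no-enzyme control.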
TrxR1 inh: rat TrxR1 inhibition; O89049; recombinant rTrxR1, NADPH fluorescence consumption, selenite substrate; Potency, µM (top dose mostly 114 µM), for the others: at the highest dose activity change, negative = inhibition, hits mostly inhibitors; hit rate 1% among 390,000; AID 588453; also: potency is read from the fitted curve at half-maximal effect; % is scaled to controls: 0 for no effect and ±100 for the full control effect; nearly all actives have a fitted effect of over 65% in size
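Rat TrxR1 (90 nM in the dispensed reagent) was pre-reduced with 400 uM NADPH for 5 min at room temperature, then incubated with compound for 15 min. After 400 uM selenite was added, NADPH fluorescence (Ex 340/Em 450 nm) was followed for 8 min.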
TrxR1 substrate: is turned over as a substrate by rat TrxR1; Potency, µM (titrated, usually from 114 µM), for the others: at the top dose activity change, negative = substrate turnover; hit rate 0.01% among 390,000; purified TrxR1 substrate turnover, NADPH consumption readout; also: potency is read from the fitted curve at half-maximal effect; % is scaled to controls: 0 for no effect and ±100 for the full control effect; nearly all actives have a fitted effect of over 50% in size
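Rat TrxR1, dispensed at 90 nM, was prereduced with 400 uM NADPH (final) for 5 min at ~22 deg C, then incubated with compound 15 min before 400 uM selenite. A first-read NADPH fluorescence drop versus no-compound background flagged substrates.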
USP1 inh: blocks the human USP1/UAF1 deubiquitinase complex. O94782. recombinant USP1/UAF1, Ub-Rhodamine cleavage fluorescence. Potency, µM (highest dose often 57.1 µM), inactives show at the top dose activity change, negative = inhibition, usual class: inhibitors. hit rate 0.23% among 390,000. AID 743255; also: potency is read from the fitted curve at half-maximal effect; % is scaled to controls: 0 for no effect and ±100 for the full control effect; nearly all actives have a fitted effect of over 60% in size; inactives centre near -12
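USP1/UAF1 complex at 1 nM was preincubated with compound for 15 min at room temperature, then Ub-Rho substrate (150nM final) was added. Fluorescence (480/540 nm) was read kinetically, 6 reads every 60 seconds.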
Pin1 inhibitor: blocks the human prolyl isomerase Pin1; Potency, µM (highest dose often 115 µM), without a hit: at the highest dose activity, negative = inhibition, actives largely listed as inhibitors; hit rate 0.009% among 390,000; Pin1 FP peptide displacement, HiFluor488, 10 min; active = well fitted inhibition curve with a large enough effect in the polarisation, with a control signal flat, not every such curve was filed as active; inconclusive = small, poorly fitted or top-dose-only effect, or effect the other way, or a change in a side signal; inactive = no such curve, though single readings can be large or run the other way; the % refers to the polarisation; also: potency is read from the fitted curve at half-maximal effect; % is scaled to controls: 0 for no effect and ±100 for the full control effect
Target sequence (Q13526 whole entry, looked up): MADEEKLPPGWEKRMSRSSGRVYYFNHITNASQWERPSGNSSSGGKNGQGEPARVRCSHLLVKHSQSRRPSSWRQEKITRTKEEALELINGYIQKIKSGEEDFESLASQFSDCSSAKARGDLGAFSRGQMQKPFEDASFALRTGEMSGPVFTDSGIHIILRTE
GLS inh: blocks human kidney-isoform glutaminase activity; O94925; GLS enzymatic activity, qHTS titration; Potency, µM (titrated, usually from 45.5 µM), inactives show top-dose activity change, negative = inhibition, most hits filed as inhibitors; hit rate 0.21% among 410,000; also: potency is read from the fitted curve at half-maximal effect; % is scaled to controls: 0 for no effect and ±100 for the full control effect
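Enzyme dispensed in phosphate buffer (45 mM, pH 8.2, 0.02% Tween-20), compounds pinned in, then 1 mM L-glutamine solution and the glutamate oxidase–HRP–Amplex Red mix added; fluorescence read immediately and again after 30 min at room temperature.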
HP1b binding inh: inhibitors of HP1-beta chromodomain binding to methylated histone tails; Potency, µM (top dose mostly 114 µM), for the others: at the top dose activity change, negative = inhibition, hits mostly inhibitors; hit rate 0.56% among 390,000; AlphaScreen HP1-beta / biotin-H3K9me3 peptide binding; AID 540317; also: potency is read from the fitted curve at half-maximal effect; nearly all actives have a fitted effect of over 70% in size; inactives centre near 23
Target sequence (P83916 whole entry, looked up): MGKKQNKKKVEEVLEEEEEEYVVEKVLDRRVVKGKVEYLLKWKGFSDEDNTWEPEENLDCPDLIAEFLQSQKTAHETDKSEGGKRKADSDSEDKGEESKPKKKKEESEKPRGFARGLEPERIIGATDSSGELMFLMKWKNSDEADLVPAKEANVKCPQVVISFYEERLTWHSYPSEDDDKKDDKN
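AlphaScreen: HP1-beta (50 nM) preformed 30 min with biotin-H3(1-18)K9me3 peptide (50 nM) in PBS pH 7.4, 0.01% Tween-20. Compound added for 30 min at RT, then streptavidin donor/nickel chelate acceptor beads (10 ug/mL) for 30 min.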
Active calls of the source: *; i = inactive; u = inconclusive; x = not tested or not shown; & = joins results of further samples; [ ] = remark or other dose. Unless noted, calls follow the shape of the dose curve; as a rule, active = well fitted curve in the direction sought with a large enough effect; inconclusive = small, poorly fitted or top-dose-only effect, or another doubt; inactive = no such curve, though single readings can be large; an effect the other way counts as inactive or inconclusive. Some of the compounds tested (hit frequency here may not be typical).

SMILES	Tb PGK inh	PI4K2A block	IDH1 R132H inh	TrxR1 inh	TrxR1 substrate	USP1 inh	Pin1 inhibitor	GLS inh	HP1b binding inh
COc1ccc(CC(=O)NCCc2sc(-c3ccc(Cl)cc3)nc2C)cc1OC	7%	-3	-3%	-4%[57.1 µM]	-7%[57.1 µM]	3%	-10%	12%	17%[57 µM]
COC(=O)Cc1ccc(NC(=O)c2ccc3c(c2)C(=O)N(Cc2cccnc2)C3=O)cc1	-3%	5	-12%	6%	-4%	-15%	1%	3%	16%
O=C(NC(=S)NCc1ccccc1)c1ccc2c(c1)OCO2	3%	0	0%	u	6%	-9%	0%	4%	u
COC(=O)c1c(NC(=O)Cc2coc3cc(C)ccc23)sc2c1CCCC2	4%	0	-10%	-10%	-4%	u	10%	2%	26%
CC1CC(C)CN(S(=O)(=O)c2ccc3c(c2)CC(C)N3C(=O)C2CCC2)C1 (centres undefined)	-6%	6	-3%	35%	1%	-19%	-7%	10%	19%
CCn1ccnc1CN(C)C(=O)C1CCC(=O)N(CCc2cccc(F)c2)C1 (centres undefined)	2%	0	0%	-13%	-11%	-5%	-12%	16%	16%
Cc1ccc(-c2c(C#N)c(N)n(-c3ccccc3)c(=O)c2C#N)cc1	i	-10	1%	-3%	-3%	-8%	-12%	8%	34%
COc1ccc2c(=O)c(-c3nc(C)cs3)coc2c1	1%	-13	-5%	11%	-1%	-6%	0%	5%	32%
COc1ccc(Cl)cc1C(=O)NNC(=S)NC1CCCC1	12%	2	-1%	-14%	-5%	-8%	-3%	0%	45%[activator]
Cc1cn2c(=O)c(S(=O)(=O)NC(C)c3ccccc3)c(C)nc2s1 (centres undefined)	-7%	1	5%	6%	23%	-15%	2%	-6%	64%[activator]
Cc1nc(N2CCN(S(=O)(=O)c3ccc(F)cc3)CC2)c2c(C)c(C)sc2n1	x	-4	1%	22%	-2%[57.1 µM]	-15%	-3%	-4%	18%
COc1ccc(OC)c(NC(=O)CSc2nc3ccccc3nc2N2CCCCC2)c1	-3%	3	0%	-7%	-8%	-25%	32%[activator]	0%	70%[activator]
COc1ccc(OCc2n(CC(=O)OC3CC(C)CCC3C(C)C)c3ccccc3[n+]2C)cc1 (centres undefined)	-4%	-5	1%	-2%	2%	-15%	-1%	0%	42%
CSC1=NCCN1C(=O)c1ccc2ccccc2c1	0%	1	0%	3%	-3%	-12%	-6%	-7%	20%
COc1cccc(S(=O)(=O)N(C)C[C@@H]2OCc3cnnn3CCCC(=O)N([C@H](C)CO)C[C@@H]2C)c1	3%	-2	-6%	x	x	-26%	x	-3%	x
CC(=O)c1ccc(NC(=O)Nc2ccc([N+](=O)[O-])cc2C)cc1	3%	2	-6%	-10%	-9%	-17%	2%	7%	u
CCCCCCN1C[C@@H](n2cc(C3CC3)nn2)[C@H](O)C[C@@H]1c1ccc(C)cc1	1%	-2	10%	x	x	-10%	x	10%	x
COc1cccc(/C=N/NC(=O)c2cc(-c3cccn3C)n[nH]2)c1O	-2%	-5	-1%	-14%	-16%	-4%	-4%	14%	-37%
COc1ccc(S(=O)(=O)Nc2ccc3c(c2)OCCO3)cc1Cl	-10%	-3	-4%	4%	-5%	-11%	-10%	-2%	17%
O=C(CCN1C(=O)c2cccc([N+](=O)[O-])c2C1=O)NC1CCCCCC1	-5%	0	-2%	-6%[57.1 µM]	4%[57.1 µM]	-1%	1%	0%	5%
CCN(CC)S(=O)(=O)c1cc(C(=O)Nc2ccccn2)ccc1C	-7%	-1	5%	1%	-6%	3%	6%	1%	8%
O=C(O)c1cc(-c2ccc(-c3ccc(F)cc3)o2)nc2ccccc12	-12%	-1	17%	-7%	103%[activator]	u	-4%	11%	35%
O=C(NCCc1ccc2c(c1)OCO2)C1CCN(S(=O)(=O)c2ccc(Cl)cc2)CC1	-1%	-4	-2%	-12%	-2%	-4%	0%	1%	24%
O=C(NCCc1ccc(Cl)cc1)C1COc2ccccc2O1 (centres undefined)	i	-2	2%	-3%	5%	u	-4%	-7%	48%[activator]
CN1CCOCCOc2ccccc2OCCOCC1	-11%	-4	1%	11%[57.1 µM]	-21%[57.1 µM]	-12%	3%	-7%	32%

Sorted by heavy-atom count (lowest first): part of the list above
SMILES	Tb PGK inh	PI4K2A block	IDH1 R132H inh	TrxR1 inh	TrxR1 substrate	USP1 inh	Pin1 inhibitor	GLS inh	HP1b binding inh
CSC1=NCCN1C(=O)c1ccc2ccccc2c1	0%	1	0%	3%	-3%	-12%	-6%	-7%	20%
O=C(CCN1C(=O)c2cccc([N+](=O)[O-])c2C1=O)NC1CCCCCC1	-5%	0	-2%	-6%[57.1 µM]	4%[57.1 µM]	-1%	1%	0%	5%
COc1ccc(OCc2n(CC(=O)OC3CC(C)CCC3C(C)C)c3ccccc3[n+]2C)cc1 (centres undefined)	-4%	-5	1%	-2%	2%	-15%	-1%	0%	42%

Next section:
SMILES	Tb PGK inh	PI4K2A block	IDH1 R132H inh	TrxR1 inh	TrxR1 substrate	USP1 inh	Pin1 inhibitor	GLS inh	HP1b binding inh
COc1ccc2c(c1OC)C(C1c3c(cc4c(c3OC)OCO4)CCN1C)OC2=O (centres undefined)	-2%	3	4%	8%	1%	-5%	-7%	14%	6%
CCCCOc1ccc(NC2=NC3(CCCCC3)N=C(N)N2)cc1	9%	-13	1%	7%	2%	-19%	0%	4%	-6%
COc1cccc(C(C)NC(=O)C2CCCC2)c1 (centres undefined)	7%	-2	-6%	-9%	-7%	7%	-3%	0%	35%
CCN(C)c1ccc(/C=N\n2nnnc2N)cc1	6%	1	-7%	7%[57.1 µM]	9%[57.1 µM]	-11%	10%	23%	42%[activator]
CCCc1nnc(NC(=O)CCC(=O)NCc2ccccc2)s1	-11%	1	6%	11%	-8%	-6%	3%	15%	29%
CCOc1ccc(C(=O)NC(=S)Nc2ccccc2N2CCOCC2)cc1Br	2%	-1	4%	-3%[57.1 µM]	4%	-7%	0%	18%	-12%
Cc1ccc(CN2CCc3[nH]c(=O)[nH]c(=O)c3C2)cc1	-1%	5	-2%	25%	26%	-27%	-2%	-18%	8%
Cc1ccc(S(=O)(=O)N2CCCCC2)cc1NC(=O)Cn1ccc(C(F)(F)F)n1	i	4	3%	3%[57.1 µM]	-15%	-5%	u	-20%	33%
COc1cccc(C2=CC(c3ccccc3F)n3ncc(C(=O)Nc4ccc(C)cc4)c3N2)c1 (centres undefined)	10%	1	-7%	25%[57.1 µM]	-5%[57.1 µM]	-20%	u	-4%	1%
COCCNC(=O)C1CC(=O)N(CCc2ccccc2)C1 (centres undefined)	i	-20	2%	8%	1%	-19%	-2%	-8%	44%[activator]
COc1cc(/C=N/NC(=O)CCc2n[nH]c(=O)[nH]c2=O)ccc1O	-8%	-1	-9%	-8%[57.1 µM]	-2%[57.1 µM]	-15%	-1%	u	9%
CCC1CCCCN1CCCNC(=O)CSc1nc2nc(C)c(Cc3ccccc3Cl)c(C)n2n1 (centres undefined)	-7%	9	0%	-4%	-4%	-21%	3%	-14%	36%
O=C1CC(C(=O)Nc2ccc(O)c(C(=O)O)c2)C(c2ccccc2)O1 (centres undefined)	x	4	0%	35%[activator]	119%[activator]	-23%	u	20%	30%
CCOC(=O)c1cc(-c2ccc(OC)c(S(=O)(=O)NCc3ccccc3Cl)c2)on1	10%	0	-12%	0%[57.1 µM]	-4%[57.1 µM]	u	6%	-1%	29%
CC(C)OCCCN(C)C1CCN(S(=O)(=O)c2csc(C(N)=O)c2)CC1	-7%&-7%	-1&1	0%&-5%	-23%	-5%	-21%&-26%	-2%&-6%	-10%&-2%	30%&31%
CC(=O)N1CCN(C(=O)CCc2nnc(CCCCc3ccccc3)o2)CC1	-2%	-1	-9%	5%	-2%	-14%	-7%	16%	43%[activator]
COc1ccc(NS(=O)(=O)/C=C/c2ccccc2)cc1	i	7	-1%	-12%	-17%	0%	-6%	18%	8%
Cc1nc2c(C)c(C)c(C)c(C)c2nc1C	7%	-2	1%	14%	1%[57.1 µM]	-17%	-2%	11%	31%
COc1cc(C(CCN2CCCCC2)c2c(OC)cc(OC)c3c(-c4ccccc4)cc(=O)oc23)cc(OC)c1OC (centres undefined)	-15%	0	13%	-16%&21%	-9%&11%	-19%	0%&2%	-5%	10%&2%
CC(=O)c1cc2c(cc1NC(=O)CSc1ncccn1)OCO2	-5%	2	-2%	x	x	-25%	x	-1%	x
CC(=O)c1cc(-c2ccccc2)n(CC(=O)N2CCC(N3CCCCC3)CC2)c1C	i	-4	2%	-2%	-1%	-9%	3%	7%	17%

Structures above with two or more sulfur atoms:
SMILES	Tb PGK inh	PI4K2A block	IDH1 R132H inh	TrxR1 inh	TrxR1 substrate	USP1 inh	Pin1 inhibitor	GLS inh	HP1b binding inh
Cc1cn2c(=O)c(S(=O)(=O)NC(C)c3ccccc3)c(C)nc2s1 (centres undefined)	-7%	1	5%	6%	23%	-15%	2%	-6%	64%[activator]
Cc1nc(N2CCN(S(=O)(=O)c3ccc(F)cc3)CC2)c2c(C)c(C)sc2n1	x	-4	1%	22%	-2%[57.1 µM]	-15%	-3%	-4%	18%
CC(C)OCCCN(C)C1CCN(S(=O)(=O)c2csc(C(N)=O)c2)CC1	-7%&-7%	-1&1	0%&-5%	-23%	-5%	-21%&-26%	-2%&-6%	-10%&-2%	30%&31%
